Screening data as filed in PubChem.
CHT allo act: human CHT allosteric activation; Q9GZV3; CHT-expressing cells, membrane potential dye, choline EC20; hits give high values; LV-AA mutant CHT in HEK293 cells; B-score at 10 µM; actives 0.49% (n = 310,000); AID 488977;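 active means initial fluorescence not abnormally high and integrated response B-score, plate-corrected, over 3 SD above library mean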
Target sequence (Q9GZV3 whole entry, looked up): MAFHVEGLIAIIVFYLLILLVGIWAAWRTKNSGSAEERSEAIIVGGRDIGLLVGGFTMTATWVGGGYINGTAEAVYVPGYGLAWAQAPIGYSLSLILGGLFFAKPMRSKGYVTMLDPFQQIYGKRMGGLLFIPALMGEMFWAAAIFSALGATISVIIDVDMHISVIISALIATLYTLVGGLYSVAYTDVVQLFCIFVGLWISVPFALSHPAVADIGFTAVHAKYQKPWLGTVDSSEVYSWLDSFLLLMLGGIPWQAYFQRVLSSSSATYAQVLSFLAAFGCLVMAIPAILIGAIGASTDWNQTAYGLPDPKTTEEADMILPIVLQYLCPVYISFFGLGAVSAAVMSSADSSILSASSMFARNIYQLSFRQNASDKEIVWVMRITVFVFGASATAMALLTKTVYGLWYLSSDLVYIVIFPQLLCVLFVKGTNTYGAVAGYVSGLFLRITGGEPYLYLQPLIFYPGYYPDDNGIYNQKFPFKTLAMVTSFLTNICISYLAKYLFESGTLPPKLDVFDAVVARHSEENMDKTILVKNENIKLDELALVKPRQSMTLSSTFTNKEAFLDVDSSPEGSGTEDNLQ
OX1R antag: blocks the human orexin 1 receptor | actives 0.43% (n = 330,000) | O43613 | inhibition, % at 5 µM | CHO/OX1R cells, Fluo-8 calcium fluorescence, orexin A;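 active means inhibition above its plate's threshold, mean inhibition of all tested compounds on the plate plus 3 SD, cut at about 37% in these data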;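 further: 0% = orexin A challenge wells and 100% = SB-334867-A antagonist wells; not every result past the cut was called active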
Target sequence (O43613 whole entry, looked up): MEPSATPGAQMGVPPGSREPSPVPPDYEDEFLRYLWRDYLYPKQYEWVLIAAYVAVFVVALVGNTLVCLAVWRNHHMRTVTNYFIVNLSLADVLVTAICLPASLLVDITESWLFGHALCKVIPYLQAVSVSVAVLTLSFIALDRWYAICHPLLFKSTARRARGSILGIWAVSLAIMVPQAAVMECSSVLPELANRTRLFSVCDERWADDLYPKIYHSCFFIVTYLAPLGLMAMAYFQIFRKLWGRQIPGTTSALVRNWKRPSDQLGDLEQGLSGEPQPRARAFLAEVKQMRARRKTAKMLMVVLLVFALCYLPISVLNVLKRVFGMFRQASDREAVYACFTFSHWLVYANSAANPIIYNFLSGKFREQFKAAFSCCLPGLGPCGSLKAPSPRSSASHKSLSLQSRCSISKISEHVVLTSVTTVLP
* marks the source's active call; other numbers are inactive results; i = inactive; / = no result given.

(1) COc1ccc2[nH]c(C)c(CCN3C(=O)C4C5C=CC(C5)C4C3=O)c2c1 (configuration not stated)
(2) O=C(Nc1cccc(O)c1)C(=O)Nc1ccccn1
(3) O=C(CCNC(=O)c1ccc(Br)cc1)NCCCSc1ccccc1
(4) O=C(Nc1ccccc1N1CCN(C(=O)c2ccc(Cl)cc2)CC1)c1ccc([N+](=O)[O-])o1
(5) O=[n+]1c2c(n([O-])c3cc(Cl)ccc31)CCCC2
(6) COc1ccc(NC(=S)N(CCCN2CCCCC2)Cc2cccs2)cc1
(7) Cc1ccc(S(=O)(=O)CCc2nnc(NC(=O)c3ccccn3)s2)cc1
(8) CC1Cc2c([nH]c3ccccc23)C2c3ccccc3CN12 (configuration not stated)
(9) CCc1cccc2c(C(=O)COC(=O)/C=C/c3ccccc3OC)c[nH]c12
(10) CCCn1c(=N)c(C(=O)NC2CCCC2)cc2c(=O)n3cccc(C)c3nc21

entry no. | 1 | 2 | 3 | 4 | 5 | 6 | 7 | 8 | 9 | 10
CHT allo act | i | i | i | i | i | i | i | i | i | i
OX1R antag | -27 | 5 | -30 | -8 | 13 | -26 | -14 | -27 | -5 | -20

(11) CC(C(=O)N(C)c1ccccc1)N1CCN(C(=O)c2ccccc2)CC1 (configuration not stated)
(12) CCOc1cc(C)c(S(=O)(=O)Nc2ccc3cn[nH]c3c2)cc1C
(13) O=S(=O)(c1cccc(Br)c1)N1CCN(S(=O)(=O)c2ccc3c(c2)OCCO3)CC1
(14) O=C(CN1C(=O)C(c2ccc(F)cc2)=NC12CCCC2)Nc1ccc(F)cc1
(15) O=C(CCNC(=O)c1ccc([N+](=O)[O-])cc1)Nc1cc(Cl)ccc1N1CCOCC1
(16) O=C(COc1ccc2ccc(=O)oc2c1)NCCc1c[nH]c2ccc(F)cc12
(17) COCCN(Cc1nc2ccccc2c(=O)[nH]1)C(=O)c1cccc(S(=O)(=O)N2CCCC2)c1
(18) Nc1ccccc1Nc1ccc([N+](=O)[O-])cc1[N+](=O)[O-]
(19) CC1CCc2cc(F)ccc2N1C(=O)CSc1nnc2c(n1)[nH]c1ccccc12 (configuration not stated)
(20) C[C@]12CCC(=O)C=C1C=C[C@@H]1[C@@H]2CC[C@@]2(C)[C@H]1CC[C@@]21CCC(=O)O1

entry no. | 11 | 12 | 13 | 14 | 15 | 16 | 17 | 18 | 19 | 20
CHT allo act | i | i | / | i | / | i | / | i | i | i
OX1R antag | -23 | 8 | 8 | -16 | -30 | -2 | -26 | -2 | -24 | /

(21) CCOc1ccc(NC(=O)C(C)SC(N)=O)cc1 (configuration not stated)
(22) COC(=O)c1ccc(CNC(=O)C(NC(=O)c2ccco2)C(C)C)cc1 (configuration not stated)
(23) Cc1nc2ccccc2nc1OCc1cccc(Cl)c1
(24) CCN1CCN(C(=O)N2CCOCC2)CC1
(25) COc1ccnc(Oc2ccc3ccccc3c2)c1C#N
(26) COc1ccc(-c2coc3cc(O[C@@H]4O[C@H](CO)[C@@H](O)[C@H](O)[C@H]4O)ccc3c2=O)cc1
(27) O=C(Nc1ccc(-c2ccc3nncn3n2)cc1)C1CCCC1
(28) Cc1ccc(C(C(=O)NC(C)(C)C)N(Cc2cccs2)C(=O)c2csnn2)cc1 (configuration not stated)
(29) C[C@H](CO)N1C[C@H](C)[C@@H](CN(C)C(=O)Nc2ccc(C(F)(F)F)cc2)Oc2c(NS(=O)(=O)c3ccc(F)cc3)cccc2C1=O
(30) CCn1ccnc1CN(C)Cc1nc(Cc2cccc(C(F)(F)F)c2)no1

entry no. | 21 | 22 | 23 | 24 | 25 | 26 | 27 | 28 | 29 | 30
CHT allo act | i | i | i | i | i | / | i | i | / | i
OX1R antag | -19 | -18 | -19 | -5 | -3 | -7 | -19 | -44 | -4 | -37

(31) O=C(CSc1nnc(COc2ccc(F)cc2)o1)N1CCCCC1
(32) CCOc1ccc(-n2c(-c3ccco3)nc3c(cnn3-c3ccc(C)cc3)c2=O)cc1
(33) CCN(C(=O)Cn1cnc2c1c(=O)n(C)c(=O)n2C)C1CCCCC1
(34) CCCCCOc1ccc(CSCCNC(=S)Nc2ccccc2)cc1
(35) COc1ccc(C(=O)NCCS(=O)(=O)NCc2cccnc2)cc1
(36) Cc1ccc(-c2cc(C(=O)Nc3cc(C)on3)c3ccccc3n2)cc1
(37) CN(C)c1ccc(/C=C/c2ccc3ccccc3[n+]2C)cc1
(38) Cc1nc(N2CCOCC2)nc(N2CCC(C)CC2)c1[N+](=O)[O-]
(39) COc1ccc2[nH]cc(CCN=C3SCC(=O)N3C)c2c1
(40) NC(=O)CN(c1ccc(Oc2ccccc2)cc1)S(=O)(=O)c1ccccc1

entry no. | 31 | 32 | 33 | 34 | 35 | 36 | 37 | 38 | 39 | 40
CHT allo act | i | i | / | i | i | i | i | i | i | i
OX1R antag | -14 | -21 | -14 | 8 | -15 | -17 | 14 | -17 | -11 | 2

(41) CCCOc1ccc(C(NC(=O)CC(C)C)NC(=O)CC(C)C)cc1OC
(42) Cn1nnnc1SCC(=O)Nc1ccc(S(=O)(=O)N2CCOCC2)cc1
(43) Cc1[nH]c(C(=O)O)c(C#N)c1C(=O)c1ccccc1
(44) Cc1ccc(C)c(OCCC(=O)OCC(=O)c2c(N)n(C)c(=O)n(C)c2=O)c1
(45) CC(/C=N/n1c(-c2ccccc2)n[nH]c1=S)=C\c1ccco1
(46) O=C(O)CCC(=O)N1CN2CN(C(=O)CCC(=O)O)CC([N+](=O)[O-])(C2)C1
(47) Cc1snc(SCC(=O)c2ccc(Cl)cc2)c1C#N
(48) COc1cc(CCC(=O)OCC(=O)NC2CCCC(C)C2C)cc(OC)c1OC (configuration not stated)
(49) O=C(O)C1CCC(N2C(=O)c3cccc([N+](=O)[O-])c3C2=O)CC1 (configuration not stated)
(50) O=C(Nc1ccccn1)c1nc(-c2ccccc2)n(-c2ccccc2)n1

entry no. | 41 | 42 | 43 | 44 | 45 | 46 | 47 | 48 | 49 | 50
CHT allo act | i | i | i | i | i | i | i | i | i | i
OX1R antag | -10 | -17 | -10 | -5 | -20 | -4 | -12 | -13 | 0 | -22

(51) Cc1cccc(NCC(=O)c2c(N)n(C)c(=O)n(C)c2=O)c1C
(52) CCOC(=O)c1c(NC(=O)Cc2cccs2)sc(C)c1C
(53) O=C(CCN1C(=O)/C(=C\c2ccccc2)SC1=S)N1CCOCC1
(54) O=C(/C=C/c1cccc([N+](=O)[O-])c1)Nn1c(-c2ccccc2F)nc2ccccc2c1=O
(55) COc1cc(/C=N/Nc2nnc3c(n2)[nH]c2ccccc23)ccc1O
(56) COc1cc(C2C(N3C(=O)c4ccccc4C3=O)C(=O)N2c2ccc(C)c(C)c2)cc(OC)c1OC (configuration not stated)
(57) COc1ccccc1CN(C)C(=O)CN1CCN(CC(=O)Nc2ccccc2Cl)CC1
(58) COc1ccc(NC(=O)CCC(=O)c2cccs2)cc1S(=O)(=O)Nc1ccccc1Cl
(59) Cc1ccccc1CNC(=O)c1cc(COc2ccc(F)cc2F)on1
(60) Cc1c(C(=O)N2CCN(c3ccc(F)cc3)CC2)sc2nc(-c3ccccc3)cn12

entry no. | 51 | 52 | 53 | 54 | 55 | 56 | 57 | 58 | 59 | 60
CHT allo act | i | i | i | i | i | i | / | i | i | i
OX1R antag | -7 | -14 | -17 | -39 | -3 | -16 | -37 | -12 | -7 | -12

From compound 52 up to 53, copied from above:
(52) CCOC(=O)c1c(NC(=O)Cc2cccs2)sc(C)c1C
(53) O=C(CCN1C(=O)/C(=C\c2ccccc2)SC1=S)N1CCOCC1

entry no. | 52 | 53
CHT allo act | i | i
OX1R antag | -14 | -17

Returning to the listing with the four entries that preceded the break.
(57) COc1ccccc1CN(C)C(=O)CN1CCN(CC(=O)Nc2ccccc2Cl)CC1
(58) COc1ccc(NC(=O)CCC(=O)c2cccs2)cc1S(=O)(=O)Nc1ccccc1Cl
(59) Cc1ccccc1CNC(=O)c1cc(COc2ccc(F)cc2F)on1
(60) Cc1c(C(=O)N2CCN(c3ccc(F)cc3)CC2)sc2nc(-c3ccccc3)cn12
(61) O=[N+]([O-])c1ccccc1OCCN1CCCC1
(62) Cc1ccccc1-c1nnc(SCC(=O)c2c(N)n(C3CC3)c(=O)[nH]c2=O)o1
(63) CC(C)Cc1ccc(C(C)NC(=O)c2ccc(=O)[nH]c2)cc1 (configuration not stated)
(64) N#C/C(=C\c1ccc[nH]1)C(=O)Nc1ccccc1F
(65) Cc1nn(C)c(C)c1NC(=O)c1cnn2c(C(F)F)cc(-c3ccccc3)nc12
(66) Cc1ccc(C)c(Cn2c3ccccc3c3cnn(CC(=O)NCCN4CCOCC4)c(=O)c32)c1
(67) CCN1C(=O)c2cccc3c(NS(=O)(=O)c4ccc(NC(C)=O)cc4)ccc1c23
(68) Oc1ccc(Br)cc1/C=N/N1CCN(Cc2cccc3ccccc23)CC1
(69) N#C/C=C1\n2c(nc3ccccc32)OC12CCCCC2
(70) CCOC(=O)CSc1nnc(CSc2nc3sc4c(c3c(=O)[nH]2)CCCC4)n1-c1ccccc1

entry no. | 57 | 58 | 59 | 60 | 61 | 62 | 63 | 64 | 65 | 66 | 67 | 68 | 69 | 70
CHT allo act | / | i | i | i | i | / | i | i | i | i | i | i | i | i
OX1R antag | -37 | -12 | -7 | -12 | -5 | -15 | 5 | / | -7 | -28 | -3 | -3 | -28 | -43

(71) Cc1ccc(S(=O)(=O)Nc2cc(Cl)c(O)c3ncccc23)cc1
(72) COc1ccc(CCN2C(=O)C(Oc3ccccc3)C2c2ccc3c(c2)OCO3)cc1 (configuration not stated)
(73) CN(CC(=O)Nc1ccc(Cl)cc1)CC(=O)Nc1ccc(C(N)=O)cc1
(74) CCS(=O)(=O)N1Cc2ccccc2CC1C(=O)Nc1nnc(SCc2ccc(F)cc2)s1 (configuration not stated)
(75) Cc1cccc(N(C(=O)Nc2ccc(Cl)cc2)C2=NCC(C)S2)n1 (configuration not stated)
(76) Cn1c2ccccc2c(=O)c2c(=O)n(Cc3ccco3)c(-c3ccc(Cl)cc3Cl)nc21
(77) O=Nc1c(O)n(Cc2ccc(Cl)cc2)c2ccccc12
(78) CCC(=O)N1CCC2(CC1)Oc1ccc(Cl)cc1C(=O)C21CC(c2cccnc2)=NO1 (configuration not stated)
(79) COc1ccc(CN(C)C(=O)Cn2ccc(NC(=O)OCc3ccccc3)nc2=O)cc1OC
(80) C=CCOn1c(=O)c(=O)n(OCc2ccccc2)c2ccccc21

entry no. | 71 | 72 | 73 | 74 | 75 | 76 | 77 | 78 | 79 | 80
CHT allo act | i | i | i | i | i | i | i | i | / | i
OX1R antag | -8 | -11 | -2 | -5 | -12 | -47 | -18 | -16 | -35 | -3

(81) Cc1ccc(NC(=O)c2ccc(S(=O)(=O)N3CCC(C)CC3)cc2)nc1
(82) O=C(c1ccc(Cn2cc(Cl)c([N+](=O)[O-])n2)cc1)N1CCN(Cc2ccccc2)CC1
(83) S=C(NC1CC2CCC1C2)N1CCN(c2cccc(Cl)c2)CC1 (configuration not stated)
(84) C=CCOC(=O)C1=C(C)NC(SCC(=O)N(CC)CC)=C(C#N)C1c1ccccc1 (configuration not stated)
(85) CCOc1ccc(Oc2ccc(C(F)(F)F)cc2N)cc1
(86) O=C1[C@@H]2[C@H](C(=O)N1O)[C@H]1C=C[C@@H]2C1
(87) Cc1cccc(C)c1NS(=O)(=O)c1cc2c3c(c1)CC(=O)N3CCC2
(88) O=C(NCCNS(=O)(=O)c1ccc(Cl)cc1)c1cc(OCC(F)(F)F)ccc1OCC(F)(F)F
(89) O=C(NC1CCCCC1)C1Cc2ccccc2CN1S(=O)(=O)c1ccc(F)cc1 (configuration not stated)
(90) CCCc1nnc(NC(=O)c2cccnc2)s1

entry no. | 81 | 82 | 83 | 84 | 85 | 86 | 87 | 88 | 89 | 90
CHT allo act | i | i | i | i | i | i | i | i | i | i
OX1R antag | -27 | -35 | 7 | -37 | -12 | -4 | 1 | -5 | -10 | 9

(91) Cc1ccc2[nH]c(=O)c(CN(Cc3ccco3)C(=O)N3CCOCC3)cc2c1
(92) CSc1cccc(N2CC(C(=O)N(CC(C)C)c3c(N)n(Cc4ccccc4)c(=O)[nH]c3=O)CC2=O)c1 (configuration not stated)
(93) CC1(C)Cc2nc3nc(SCC(=O)NCCc4ccccc4)n(-c4ccccc4)c(=O)c3cc2CO1
(94) CN(CC(=O)Nc1cccc(F)c1)C(=O)c1ccc(N2CCCCCC2)c([N+](=O)[O-])c1
(95) CCCCN(Cc1cc2cc(OC)ccc2[nH]c1=O)C(=O)c1ccco1
(96) COc1cc(N)c(Cl)cc1C(=O)OCC(=O)NCc1cccs1
(97) COc1ccc(N2CCN(c3ncnc4c3[nH]c3ccccc34)CC2)cc1

entry no. | 91 | 92 | 93 | 94 | 95 | 96 | 97
CHT allo act | i | i | i | i | i | / | i
OX1R antag | -19 | -9 | -40 | -31 | -30 | -22 | 71*

Complete entries, looked up by structure. Screens in order: CHT allo act | OX1R antag
Record of CSc1cccc(N2CC(C(=O)N(CC(C)C)c3c(N)n(Cc4ccccc4)c(=O)[nH]c3=O)CC2=O)c1 (configuration not stated) = i | -9
Record of Cc1ccc2[nH]c(=O)c(CN(Cc3ccco3)C(=O)N3CCOCC3)cc2c1 = i | -19
Record of CCCCN(Cc1cc2cc(OC)ccc2[nH]c1=O)C(=O)c1ccco1 = i | -30
Record of CC1(C)Cc2nc3nc(SCC(=O)NCCc4ccccc4)n(-c4ccccc4)c(=O)c3cc2CO1 = i | -40
Record of COc1cc(N)c(Cl)cc1C(=O)OCC(=O)NCc1cccs1 = / | -22
